# TRb SRC2 PPI = TRbeta-SRC2 interaction inhibition | P10828 | TRbeta-SRC2 peptide binding, fluorescence polarization; receptor liganded with 1 µM T3 | Potency, µM (top dose mostly 106 µM), inactives show at the highest dose activity change, negative = inhibition, usual class: inhibitors | 0.065% of 280,000 active;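 note: plate controls were bound peptide for no effect and peptide without receptor for full effect; nearly all actives have a fitted effect of over 50% in size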
# Target sequence (P10828 whole entry, looked up): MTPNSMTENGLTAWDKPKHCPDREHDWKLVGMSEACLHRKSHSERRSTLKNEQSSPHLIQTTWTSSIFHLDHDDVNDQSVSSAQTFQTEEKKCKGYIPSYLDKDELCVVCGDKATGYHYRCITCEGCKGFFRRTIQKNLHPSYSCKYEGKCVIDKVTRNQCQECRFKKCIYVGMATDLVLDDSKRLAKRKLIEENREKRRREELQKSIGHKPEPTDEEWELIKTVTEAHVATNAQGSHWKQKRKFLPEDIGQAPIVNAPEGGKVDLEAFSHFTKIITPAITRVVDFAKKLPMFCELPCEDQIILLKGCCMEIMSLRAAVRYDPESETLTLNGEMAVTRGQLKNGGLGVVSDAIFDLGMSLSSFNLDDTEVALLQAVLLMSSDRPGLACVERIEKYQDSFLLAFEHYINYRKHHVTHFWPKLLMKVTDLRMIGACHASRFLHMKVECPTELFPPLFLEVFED
#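 Each compound concentration gave % activity, normalized to unbound and bound Texas Red SRC2 controls, from polarization read after 5 hr ambient incubation with T3-loaded human TRb LBD.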
# RECQ1 inh = blocks DNA unwinding by human RECQ1; P46063; RECQ1 DNA unwinding, red fluorescence kinetic read; Potency, µM (series often up to 57.3 µM), for the others: top-dose activity, negative = inhibition, actives largely listed as inhibitors; 0.54% of 240,000 active;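 note: plate controls were vehicle for no effect and no enzyme for full effect; nearly all actives have a fitted effect of over 30% in size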
#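 RECQ1T1 50 nM; forked duplex (20 bp + 30-nt ss tails) 200 nM, ATP 2 mM final; pH 8.0, 2 mM MgCl2, 2.5 ug/ml poly(dI-dC); 15 min compound preincubation; discontinuous kinetic read over 2 h at RT.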
# GAA glycogen mod = alters human alpha-glucosidase cleavage of glycogen. P10253. recombinant GAA, glycogen substrate, Amplex Red glucose oxidase fluorescence. Potency, µM (doses to about 76.4 µM), for the others: top-dose activity change, negative = inhibition, usual class: inhibitors. 0.38% of 300,000 active;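 note: 0% = full enzyme reaction and -100% = no-enzyme basal signal; the screen sought inhibitors and activators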
#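 qHTS, 1536-well; enzyme 4 nM final; cpd up to 77 uM; substrate bovine liver glycogen 30 ug; 50 mM citrate/phosphate pH 5.0, 0.01% Tween-20; 37 C, 40 min; Amplex Red detection 45 min RT; Hill fit → AC50.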
# TR SRC2 fluor cs = counter-screen for TRb-SRC2 inhibitors: fluorescence interference; TRb/SRC2 Texas Red total fluorescence interference; Potency, µM (top dose mostly 106 µM), inactives show top-dose fluorescence change, negative = quenching; 0.29% of 280,000 active; active = well fitted curve in either direction with a large enough effect; inconclusive = small, poorly fitted or top-dose-only effect
#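 Flags fluorescent or light-absorbing compounds by total fluorescence, S + 2P, at 555 nm excitation and 632 nm emission. Mixture: 20 nM Texas Red SRC2 peptide, 0.6 uM human TRb LBD, 1 uM T3, 5% DMSO; compound exposure 5 h at ambient temperature.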
# L3MBTL1 block = blocks human L3MBTL1. Q9Y468. 0.66% of 230,000 active. Potency, µM (titrated, usually from 57.1 µM), without a hit: top-dose activity, negative = inhibition, hits mostly inhibitors. AlphaScreen L3MBTL1–H3K9me1 peptide binding. AID 485360; note: nearly all actives have a fitted effect of over 60% in size
#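 AlphaScreen proximity signal between nickel-chelate acceptor and streptavidin donor beads (final 10 ug/mL) reports binding of 50 nM L3MBTL1 to 75 nM biotin-H3 K9me1 peptide; complex incubated with compounds 30 min at room temperature; cefsulodin titration as control.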
# GoLoco inh red = blocks human Gai1 binding to RGS12 GoLoco peptide, red readout; P63096; 0.44% of 230,000 active; AID 880; Potency, µM (titrated, usually from 61.6 µM), without a hit: at the top dose activity, negative = inhibition, most hits filed as inhibitors; Gai1:RGS12 GoLoco peptide FP, rhodamine, 10 min; active = well fitted inhibition curve with a large enough effect, not every such curve was filed as active; inactive = no such curve, though single readings can be large or run the other way; note: nearly all actives have a fitted effect of over 30% in size; many of its hits are not listed in these tables
# Target sequence (P63096 whole entry, looked up): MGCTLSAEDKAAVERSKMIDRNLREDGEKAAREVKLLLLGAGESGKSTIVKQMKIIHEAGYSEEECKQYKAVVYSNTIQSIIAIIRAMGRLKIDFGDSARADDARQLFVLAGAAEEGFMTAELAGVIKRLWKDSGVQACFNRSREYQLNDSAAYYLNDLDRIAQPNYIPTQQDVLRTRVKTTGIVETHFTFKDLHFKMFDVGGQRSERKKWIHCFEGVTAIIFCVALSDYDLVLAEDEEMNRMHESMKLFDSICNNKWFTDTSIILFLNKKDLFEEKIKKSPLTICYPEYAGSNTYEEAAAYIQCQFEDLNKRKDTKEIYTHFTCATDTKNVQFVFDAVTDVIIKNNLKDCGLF
# GAA spleen mod = inhibitors or activators of human alpha-glucosidase in spleen homogenate. AID 2112. Potency, µM (highest dose often 79.9 µM), inactives show at the highest dose activity change, negative = inhibition, usual class: inhibitors. human spleen homogenate, 4-MU-alpha-glucoside fluorescence. 0.006% of 240,000 active;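 note: 0% = enzyme with vehicle and -100% = no enzyme basal signal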
#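 Human spleen homogenate (1 ug) incubated with compounds and 1 mM 4-methylumbelliferyl-alpha-D-glucopyranoside in pH 5.0 citrate/phosphate buffer, 37 C, 40 min. Stopped at pH 10; 4-MU fluorescence (Ex 365/Em 440 nm); AC50 by Hill fit.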
# GAA inhib = blocks human lysosomal alpha-glucosidase. P10253. purified human GAA, 4-MU-alpha-glucoside fluorescence. Potency, µM (series often up to 76.9 µM), inactives show at the highest dose activity change, negative = inhibition, usual class: inhibitors. 0.005% of 200,000 active. AID 1466;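 note: plate controls were uninhibited enzyme wells for no effect and no-enzyme background for full effect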
#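 AC50 values come from Hill fits of compound titrations (up to 77 uM) against 4 nM human enzyme. Substrate 4-methylumbelliferyl-alpha-D-pyranoside at 400 uM, pH 5.0 citrate buffer, 20 min room temperature; fluorescence Ex 365/Em 440 after alkaline stop.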
# * hit, by the source's call; i = inactive; ? = inconclusive; . = not tested or not shown; [ ] = another dose, or the depositor's remark. Unless noted, calls come from the whole dose curve; as a rule, active = well fitted curve in the direction sought with a large enough effect; inconclusive = small, poorly fitted or top-dose-only effect, or another doubt; inactive = no such curve, though single readings can be large; an effect the other way counts as inactive or inconclusive. Unless noted, % is set by controls: 0 for no effect and ±100 for the full control effect; potency is the fitted concentration of half-maximal effect.
No.	canonical_smiles	GAA spleen mod	L3MBTL1 block	GAA inhib	TRb SRC2 PPI	TR SRC2 fluor cs	GAA glycogen mod	RECQ1 inh	GoLoco inh red
1	O=C(Nc1cc(SCC(O)CO)cc([N+](=O)[O-])c1)c1ccc(-n2cnnn2)cc1 (stereo unspecified)	-3%	9%	9%	12%	?	11%	0%	16%
2	CCn1cc(C(=O)Nc2ccc(F)c(F)c2)cn1	4%	8%	-2%	-3%	0%	1%	i	10%
3	COc1cc(C(=O)OCn2nnc3ccccc3c2=O)cc(OC)c1OC	-6%	2%	-13%	-1%	-6%	2%	i	4%
4	S=C(Nc1ccc(Cc2ccncc2)cc1)Nc1cccc(Cl)c1	0%	.	0%	-4%	-1%	-11%	-2%	-2%
5	COC(=O)c1sc2ccccc2c1-n1cccc1C(=O)C(=O)Nc1ccc(F)cc1	8%	1%	-14%	-20%[53 µM]	-3%[53 µM]	5%	-11%	3%
6	CCc1c(C)nc(SC(C(=O)O)c2ccccc2)c(C#N)c1C (stereo unspecified)	-5%	0%	-9%	-5%	2%	9%	-1%	7%
7	CCCCn1c(SCC(N)=O)nc2c(sc3ccccc32)c1=O	6%	.	1%	-8%	-2%	-12%	-3%	15%
8	N#Cc1nc(COc2ccccc2)oc1N1CCN(Cc2ccccc2)CC1	2%	?	-3%	-9%	0%	-3%	i	9%
9	CCOCCCNC(=O)Cc1cc(=O)[nH]c(=O)[nH]1	-4%	4%	-2%	-3%	-2%	6%	i	6%
10	O=C(NCCN1CCOCC1)c1ccc(-c2ccccc2)cc1	-5%	.	-4%	-11%	3%	-2%	-14%	-2%
11	COc1ccc2[nH]c(C)c(CCNC(=S)Nc3cc(C)cc(C)c3)c2c1	-1%	-20%	2%[15.4 µM]	-7%	0%	-22%	-19%	1%
12	Cc1ccc(C(=O)COC(=O)CCC(=O)Nc2cc(Cl)ccc2Cl)cc1[N+](=O)[O-]	-4%	2%	-11%	2%	-1%	3%	-8%	15%
13	Cc1nc2c3ccccc3nc(SCC(=O)N3CC(C)CC(C)C3)n2n1 (stereo unspecified)	7%	.	-10%	1%	-1%	-15%	-5%	6%
14	COc1cc(NC(=O)C2CCCCC2)c(OC)cc1NC(=O)CN1CCCCC1	-12%	-10%	-8%	-5%	1%	-1%	-3%	12%
15	COc1cc(OC)c(C2=NOC(C(=O)Nc3c(C)n(C)n(-c4ccccc4)c3=O)C2)cc1Cl (stereo unspecified)	2%	3%	0%	3%[53 µM]	0%[53 µM]	-2%	i	0%
16	Cc1c(NC(=O)CSc2nnc(COc3ccccc3)n2-c2ccccc2)c(=O)n(-c2ccccc2)n1C	-1%	2%	0%	4%	-4%	5%	-1%	-14%
17	CCCCN(CCCC)c1nc2ccccc2nc1C(C#N)C(=O)NCCCOC (stereo unspecified)	2%	-7%	6%	-2%	0%	-17%	-5%	.
18	COc1cnc(SCc2ccc(Cl)c(Cl)c2)nc1Cl	-18%	134%[activator]	-4%	-9%	3%	2%	-5%	-4%
19	CCCCCOC(=O)c1cc(=O)[nH]c2ccccc12	2%	0%	9%	1%	2%	-18%	i	.
20	COc1cccc(-c2nc(-c3ccc4c(c3)-c3ccccc3S4(=O)=O)c(-c3ccccc3)[nH]2)c1OC	-5%	0%	12%	-11%	0%	-2%	-6%	12%
21	COc1ccc(OC)c(/C=N/NC(=O)c2cnccn2)c1	7%	4%	.	2%	-5%	-25%	-4%	12%
22	Cc1ccc(-c2csc(Nc3ccc(S(N)(=O)=O)cc3)n2)o1	-2%	-12%	?	14%	1%	-18%	i	-27%
23	N#CC(C#N)=C(N)Nc1cccc(Cl)c1	-2%	-1%	.	-13%	0%	0%	3%	4%
24	O=C(/C=C/c1ccccc1)NNC(=O)C1CC1	5%	.	2%	1%	-1%	8%	-1%	-7%
25	COCCCn1c(SCC(=O)NC(C)(C)C)nnc1-c1ccccc1	-6%	7%	-5%	-20%	3%	5%	-1%	-7%
26	CC(C)CC(=O)OCc1cn(-c2ccccc2)nn1	5%	4%	3%	-7%	0%	-2%	-6%	-3%
27	N#Cc1c(-c2ccc(Br)cc2)cc(-c2cccnc2)nc1N	1%	4%	12%	4%[53 µM]	-1%[53 µM]	6%	-3%	4%
28	CCOc1ccc(NC(=O)CC2C(=O)N(C)C(=S)N2CCCc2ccccc2)cc1 (stereo unspecified)	5%	0%	-5%	-1%	-2%	-22%	-11%	4%
29	CN(c1ccccc1)c1nc(N)c([N+](=O)[O-])c(NCc2ccccc2)n1	-9%	-30%	.	-2%	-4%	-9%	-15%	0%
30	O=c1oc2cc(OCc3ccc([N+](=O)[O-])cc3)ccc2c2c1CCCC2	4%	-11%	-2%	-2%	3%	-6%	-3%	-10%
31	Cc1cccc(C(=O)Oc2coc(CSc3nnc(NC(=O)C4CC4)s3)cc2=O)c1	3%	-8%	6%	-5%	-3%	-8%	-10%	16%
32	CC(=O)c1cnc(N2CCCCC2)nc1C	6%	.	-1%	0%	-4%	5%	-2%	6%
33	Nc1c(S(=O)(=O)c2cccs2)c2nc3ccccc3nc2n1/N=C/c1cccc(O)c1	7%	2%	-3%	4%	-1%	-20%	i	0%
34	Cc1ccnc(NC(=O)CCC(=O)N(CC(=O)NC2CCCCC2)c2cccc(C)c2C)c1	2%	.	-1%	2%	1%	4%	-9%	-7%
35	CCCCNC(=O)c1onc(CSc2cccc3ccccc23)c1C(=O)O	-2%	12%	-4%	0%	-1%	?	6%	2%
36	Cc1ccc(Nc2nc(-c3cccnc3)nc3ccccc23)cc1	0%	6%	.	-5%	-1%	-6%	0%	14%
37	O=C(O)CCC(=O)Nc1ccc(Br)cc1C(=O)c1ccccc1	-15%	.	.	2%	-5%	3%	-9%	5%
38	COC(=O)Cc1ccc(NC(=O)c2ccccc2Br)cc1	2%	-2%	11%	-2%	1%	-3%	18%	10%
39	CCOc1ccc(C(=O)N/N=C/c2ccccc2[N+](=O)[O-])cc1	-15%	1%	-7%	4%	-4%	11%	4%	5%
40	O=C(NC(=S)Nc1ccc(CN2CCCCC2)cc1)c1cccc(OCc2ccccc2)c1	0%	?	2%	1%	-5%	-2%	-8%	14%
41	CCOC(=O)c1c(N)n(-c2ccc(N)cc2)c2nc3ccccc3nc12	-3%	-3%	-9%	2%	-14%	3%	1%	9%
42	O=S(=O)(NCc1ccncc1)c1ccccc1	-3%	.	-5%	-2%	-1%	-9%	-1%	5%
43	CCOC(=O)C1=C(C)N(c2ccc(OC)cc2)C(=O)/C1=C\c1cccs1	-3%	?	-4%	3%	-1%	4%	-5%	8%
44	COc1ccc(C(=O)NC(Cc2ccccc2)c2ccc3c(c2)OCCCO3)cc1 (stereo unspecified)	5%	.	-10%	6%	-1%	-2%	-7%	1%
45	Cc1ccc2c(c1)[nH]c1c(=O)n(CCN3CCCCC3)cnc12	5%	3%	6%	0%	0%	-14%	i	.
46	OC(c1ccc(Cl)cc1)C(O)c1nc2ccccc2[nH]1 (stereo unspecified)	-6%	.	?	7%	-2%	-2%	-14%	1%
47	Cn1c(=O)c2c(ncn2CC(=O)N2CCOCC2)n(C)c1=O	-10%	2%	-3%	1%	2%	-10%	-10%	-7%
48	O=C1C2C3CCC(C3NCc3ccccc3)C2C(=O)N1Cc1ccccc1 (stereo unspecified)	7%	11%	-8%	-15%	1%	6%	-17%	6%
49	Nc1ccc(C(=O)NCC2(c3ccccc3)CCCC2)cc1	1%	0%	1%	-5%	1%	-10%	-1%	-1%
50	CCOC(=O)CNc1nc(Cl)nc(Nc2ccc(C)cc2)n1	-2%	.	.	0%	-5%	1%	-2%	1%
51	CCCCN1CC2([N+](=O)[O-])C=CC(=O)C([N+](=O)[O-])(C1)C2CC(=O)c1ccccc1 (stereo unspecified)	-10%	-2%	-1%	3%	0%	12%	-5%	9%

# Gathered by group: the compounds so far containing an aryl thioether with sulfur outside any ring.
No.	canonical_smiles	GAA spleen mod	L3MBTL1 block	GAA inhib	TRb SRC2 PPI	TR SRC2 fluor cs	GAA glycogen mod	RECQ1 inh	GoLoco inh red
1	O=C(Nc1cc(SCC(O)CO)cc([N+](=O)[O-])c1)c1ccc(-n2cnnn2)cc1 (stereo unspecified)	-3%	9%	9%	12%	?	11%	0%	16%
6	CCc1c(C)nc(SC(C(=O)O)c2ccccc2)c(C#N)c1C (stereo unspecified)	-5%	0%	-9%	-5%	2%	9%	-1%	7%
7	CCCCn1c(SCC(N)=O)nc2c(sc3ccccc32)c1=O	6%	.	1%	-8%	-2%	-12%	-3%	15%
13	Cc1nc2c3ccccc3nc(SCC(=O)N3CC(C)CC(C)C3)n2n1 (stereo unspecified)	7%	.	-10%	1%	-1%	-15%	-5%	6%
16	Cc1c(NC(=O)CSc2nnc(COc3ccccc3)n2-c2ccccc2)c(=O)n(-c2ccccc2)n1C	-1%	2%	0%	4%	-4%	5%	-1%	-14%
18	COc1cnc(SCc2ccc(Cl)c(Cl)c2)nc1Cl	-18%	134%[activator]	-4%	-9%	3%	2%	-5%	-4%
25	COCCCn1c(SCC(=O)NC(C)(C)C)nnc1-c1ccccc1	-6%	7%	-5%	-20%	3%	5%	-1%	-7%
31	Cc1cccc(C(=O)Oc2coc(CSc3nnc(NC(=O)C4CC4)s3)cc2=O)c1	3%	-8%	6%	-5%	-3%	-8%	-10%	16%
35	CCCCNC(=O)c1onc(CSc2cccc3ccccc23)c1C(=O)O	-2%	12%	-4%	0%	-1%	?	6%	2%

# Source: PubChem BioAssay (National Center for Advancing Translational Sciences (NCATS))

# An excerpt; count on the stated rates, not on these rows.
